Y pestis TopoI: blocks Yersinia pestis topoisomerase I activity; Y. pestis Topo-I cleavage product accumulation, plate reader; activity, % at 10 µM; 360,000 tested, 0.064% active; in the data active = activity above about 50%, passing the limit was not always enough; note: inactives centre near 2
Vc quorum ag: quorum light induction in luxS cqsA deficient V. cholerae. 350,000 tested, 0.16% active. V. cholerae BH1578 lux reporter, luminescence, 6 h. activation, % at 18.7 µM. AID 588436; in the data active = activation mostly above about 9.7%, no sharp cut-off; note: not every result past the cut was called active; inactives centre near 0; reference of the scale not given here
CCHFV vOTU inh: CCHFV vOTU protease inhibition. Pep-AMC fluorescence. inhibition, % at 11.5 µM. 370,000 tested, 0.55% active; in the data active = inhibition above about 30%; note: 0% = vehicle wells with enzyme and 100% = no enzyme wells
MazEF act: MazEF (E. coli) toxin RNase activation; P0AE70; FAM/BHQ RNA-DNA oligo cleavage fluorescence, 5 h; activation, % at 20 µM; 350,000 tested, 0.32% active; in the data active = activation above about 50%
TcdB inh: blocks C. difficile toxin B glycohydrolase activity; TcdB glycohydrolase enzymatic assay, plate reader; inhibition, % at 9.99 µM; 350,000 tested, 0.24% active; AID 652162; in the data active = inhibition above about 10%
Rv3671c protease: Rv3671c (M. tuberculosis) protease inhibition. P9WHR9. inhibition, % at 5.96 µM. 320,000 tested, 0.048% active; in the data active = inhibition above about 38%;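 note: extracellular domain of Rv3671c used as enzyme; 0% = enzyme with DMSO and 100% = no enzyme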
PrPC TRFRET: reduces human prion protein on the cell surface | 370,000 tested, 0.43% active | cell surface PrPC, TR-FRET read-out | inhibition, % at 13.8 µM | P04156; in the data active = inhibition above about 24%; note: 0% = median of the test wells and 100% = reference compound wells
VHR inh abs: blocks human VHR1 dual specificity phosphatase; P51452; recombinant VHR phosphatase, pNPP absorbance; inhibition, % at 13.3 µM; 290,000 tested, 0.52% active; in the data active = inhibition above about 50%; note: some compounds called inactive have numbers as strong as hits
SSB-PriA inh: blocks PriA binding to SSB C-terminal tail; 430,000 tested, 0.6% active; AlphaScreen SSBct-PriA binding, biotinylated peptide; inhibition, % at 33 µM; in the data active = inhibition mostly above about 37%, no sharp cut-off; inactive = mostly below about 20%;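 note: plate controls were negative control peptide for no effect and reference peptide for full effect; strong numbers were not always called active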
3CLpro inhibitor: SARS-CoV 3CLpro protease inhibition; inhibition, % at 6 µM; recombinant SARS-CoV 3CLpro, quenched FRET peptide cleavage; 290,000 tested, 0.14% active; P0C6X7; in the data active = inhibition above about 12%
Numbers without * were called inactive; i = inactive; / = no result given; & = joins results of further samples. Only part of the results is shown (hit frequency here may not be typical).

Start of the listing, in advance:
Results follow in this order: Y pestis TopoI, Vc quorum ag, CCHFV vOTU inh, MazEF act, TcdB inh, Rv3671c protease, PrPC TRFRET, VHR inh abs, SSB-PriA inh, 3CLpro inhibitor
> Cc1ccc2[nH]cc(/C=C/c3cc[n+](C)cc3)c2c1
  -11, i, 3, -539, 0.8, /, -34, 7, -23, -23
> COc1cccc(-n2cnc3c(sc4nc(N5CCOCC5)c5c(c43)CCCC5)c2=O)c1
  15, -0.1, -1, -21, 0.1, 3, 5, 12, -3, 6

This part in full, previewed entries included:
Results follow in this order: Y pestis TopoI, Vc quorum ag, CCHFV vOTU inh, MazEF act, TcdB inh, Rv3671c protease, PrPC TRFRET, VHR inh abs, SSB-PriA inh, 3CLpro inhibitor
> Cc1ccc2[nH]cc(/C=C/c3cc[n+](C)cc3)c2c1
  -11, i, 3, -539, 0.8, /, -34, 7, -23, -23
> COc1cccc(-n2cnc3c(sc4nc(N5CCOCC5)c5c(c43)CCCC5)c2=O)c1
  15, -0.1, -1, -21, 0.1, 3, 5, 12, -3, 6
> O=C(COC(=O)CNS(=O)(=O)c1cccc(Br)c1)Nc1ccccc1Sc1ccccc1
  -3, -0.2, 0, -5, -1.5, -13, 9, 11, -9, -4
> CS(=O)(=O)c1cccc(NC(=O)CSc2nnc3n2CCCCC3)c1
  7, -5.2, 9, 3, 1.7, 2, 5, /, 2, /
> C/C(=N\NC(=O)c1cc(-c2ccncc2)nc2ccccc12)c1ccc(OC(F)F)cc1
  20, -0.5, 3, -2, -3.0, 1, 0, 39, /, -2
> COc1ccc(CCNC(=S)NC(=O)/C=C/c2ccc(C)cc2)cc1OC
  -11, 0.9&-6.2, -3, -10, /, -8, -2, /, 1, 1
> CN(C)c1ccc2c(c1)N=C(c1ccco1)OP2(=S)N1CCOCC1 (stereo unspecified)
  0, i, -1, -12, /, 5, -2, 25, -4, -4
> Cc1sc(NC(=O)C2CCCO2)c(C#N)c1C (stereo unspecified)
  2, 0.1, /, -6, 0.5, 5, /, 4, 0, 3
> Cc1ccc(C(c2nnnn2CS(=O)(=O)c2ccc(C)cc2)N2CCCC2)cc1 (stereo unspecified)
  0, 0.4, -7, 3, 1.1, -2, 3, 44, -4, 1
> COc1ccccc1N1CCN(C(=O)c2cccc(NC3=NC4CS(=O)(=O)CC4S3)c2)CC1 (stereo unspecified)
  -5, 0.2, -1, 7, -0.1, -6, 1, 2, -1, -11
> O=C(Nc1ccc2c(c1)OCO2)C1Cc2c(-c3ccccc3Oc3ccccc3)ccnc2O1 (stereo unspecified)
  9, i, -1, /, -0.5, /, 8, /, /, /
> Cc1oc2cc(O)ccc2c(=O)c1Oc1ccccc1Br
  6, i, -77, 9, 0.5, 6, 1, 7, 2, 9
> Cc1ccc(-n2c(=O)c3ccccc3n(CC(=O)NCc3ccco3)c2=O)cc1
  7, -0.5, -9, 2, 0.6, -3, 7, 21, 0, -1
> CC(=O)Oc1ccccc1-c1nc(C)nc(N(C)C(C)=O)n1
  -3, -0.6, -12, -4, /, 1, -2, 4, -3, -3
> CCOC(=O)c1noc(C)c1C(=O)Nc1nccs1
  3, 1.6, 5, 9, 0.8, 5, -4, 6, -7, -1
> COc1ccc2c(c1)c(C(=O)O)c(C)n2-c1ccc(Cl)cc1
  -14, i, -10, 0, 1.2, -9, 6, 10, -1, 7
> C[C@H]1C(=O)N(C)CCN1Cc1cn(C)nc1-c1ccc(Oc2ccccc2)cc1
  22, -0.3, -1, 4, 1.8, 13, 7, -6, -2, 4
> CCCCN(C(C)=O)c1c(CC)nc2ccc(C(=O)NCCc3ccccn3)cn12
  -10, i, 14, /, 1.4, /, -3, /, /, /
> CC1CCC(NC(=O)C(C)N2C(=O)C3CCCCC3C2=O)CC1 (stereo unspecified)
  1, -4.6, 13, -2, 0.8, 12, 10, /, -15, /
> O=C(NC1c2ccccc2-c2ccccc21)c1ccccc1
  1, -0.3, -16, 2, -0.8, -10, 0, -8, -8, 5
> COc1ccc(NC(=O)C2=CN3CCS(=O)(=O)N=C3C=C2)c(OC)c1
  -4, 0.4, 9, 4, 0.2, -3, 4, /, 7, /
> Cc1ccc2[nH]c(=S)cc(C)c2c1
  1, -3.1, -2, -1, /, -7, 17, 23, -10, -5
> Cc1ccc(S(=O)(=O)CCC(=O)OCC(=O)NCCc2ccc(F)cc2)cc1
  2, -1.8, -4, -5, -0.6, 3, 6, /, -6, /
> CCC(=O)c1ccc(OCC(=O)OCC(=O)NCCC2=CCCCC2)cc1
  14, i, 1, 3, -0.9, -5, -4, /, 2, /
> CC(=O)NC(Cc1ccc(F)cc1)C(=O)NC1CCN(C(=O)Nc2ccc(F)cc2)CC1 (stereo unspecified)
  4, -0.2, 13, 9, 0.1, 6, -5, 20, -4, -2
> O=C1NC(=O)N(Cc2ccc(F)cc2)C(=O)/C1=C\c1ccoc1
  -16, i, 15, -24, 0.0, -36, 0, 19, -6, -6
> O=C(Nc1ccccc1)/C(=C\c1ccc2c(c1)OCO2)NC(=O)c1ccco1
  7, i, -8, 9, 1.0, 3, -5, 25, 5, 0
> COc1cc(C(=O)Nn2cnnc2)ccc1OC(F)F
  3, 0.0, -5, 1, 0.8, -2, 3, -6, 3, -3
> CC(=O)c1cccc(S(=O)(=O)N2CCC(C(=O)Nc3cccc(C(=O)NC4CC4)c3)CC2)c1
  6, i, 1, 0, 0.0, 1, 2, /, -8, /
> Cc1ccc(C)c(NC(=O)CN(C)C(=O)c2cc(C3CC3)nn2-c2ccccc2)c1
  30, i, 12, 2, -0.8, -7, 11, /, 1, /
> CCc1nnc(NS(=O)(=O)c2ccc(NC(=O)c3cc(Cl)ccc3OC)cc2)s1
  2, i, 7, -9, 4.0, -4, 3, -29, 8, 6
> CC(C)(C)n1nnnc1C(c1ccccn1)N1CCN(C(c2ccccc2)c2ccccc2)CC1 (stereo unspecified)
  0, -1.3, -5, -15, 0.6, 8, -3, 16, 6, 1
> Cn1c(=O)n(C)c2cc(/C=N/NC(=S)NCc3ccccc3)ccc21
  1, i, 0, 12, /, -2, 7, -2, /, 3
> O=C(NCCC1CCCCN1S(=O)(=O)c1ccccc1)C(=O)NCc1ccccc1F (stereo unspecified)
  4, -0.7, 5, 2, 2.1, -1, -8, /, -12, /
> Cc1nc(N)sc1C(=O)Nc1ccccc1
  1, 0.7, 11, -2, /, 6, 4, 18, -7&-9, 5
> COc1ccc(/C=N/NC(=O)c2cc(C)oc2C)cc1OC
  -8, i, 5, -1, 0.7, 4, -2, 20, i, -3
> NC(=O)COC(=O)CNC(=O)c1ccc(Cl)cc1
  -4, i, -3, -2, /, 4, -2, 14, 0, -6
> O=C(CNC(=O)c1cccs1)N/N=C/c1c(F)cccc1Cl
  9, -4.2, -8, 5, 0.8, 5, -3, 24, /, 5
> O=C(c1ccc(CS(=O)(=O)Cc2ccc(Cl)cc2)o1)N1CCCC1
  11, -0.3, -4, 0, /, 1, 1, 8, -18, 1
> CCC(=O)N1CCC2(CC1)Oc1ccc(F)cc1C(=O)C21CC(c2ccccc2)=NO1 (stereo unspecified)
  16, -3.7, 11, 8, -0.5, -8, 0, 15, 7, /
> CC1(C)Cc2c(sc(NC(=O)C(=O)N3CCN(CCO)CC3)c2C(N)=O)CO1
  -1, i, 4, 1, 1.5, 3, -4, -20, -6, 0
> C=CCOC(=O)C1=C(C)OC(N)=C(C#N)C1c1c(C)nn(-c2ccccc2)c1Cl (stereo unspecified)
  16, i, -2, -8, /, -2, -3, 18, -7, -5
> CCOC(=O)C(NC(=O)c1ccccc1)(Nc1cc(C)on1)C(F)(F)F (stereo unspecified)
  -6, -1.4, -11, 8, /, -8, 0, 45, -12, 2
> CCN(CC)c1ccc(C=C(c2nnnn2-c2ccc(C)cc2)c2nnnn2-c2ccc(C)cc2)cc1
  1, i, 0, -64, /, 1, -2, 8, 2, -4
> COc1ccc(S(=O)(=O)N2CCCCC2)cc1NC(=O)[C@@H]1CCCN1C(=O)c1cccs1
  -1, -0.6, 2, 4, -0.1, 2, 8, /, 3, /
> CCS(=O)(=O)C1=NN2C(=N)/C(=C\c3ccc(OC(=O)c4ccco4)c(OC)c3)C(=O)N=C2S1
  9, i, 16, 28, 1.5, 2, -2, -5, -6, 4
> COc1ccc(C2N(c3cc(C)on3)C(=O)C3CCCN32)cc1OC (stereo unspecified)
  4, -4.0, 3, -2, /, 6, -3, 3, -7, 4
> COc1ccc(/C=C/C(=O)Nc2ccc3nc4n(c(=O)c3c2)CCCC4)cc1
  18, -0.2, 8, 2, 0.4, -6, -3, 12, -6, 2
> Cc1ccccc1N1CCN(Cc2c(C#N)c3ccccc3n2C)CC1
  -2, -0.2, 2, 2, /, -11, -5, 30, -6, -5
> CCOc1ccc(NC(=O)CN(C)C(=O)C(C)Oc2ccc(Cl)cc2)cc1OCC (stereo unspecified)
  20, 2.3, 0, 5, 4.5, /, 4, /, -7, /
> Cc1ccccc1-c1cnc(C(O)c2ccc(F)cc2)[nH]1 (stereo unspecified)
  -1, 0.0, -4, /, 2.4, /, -1, /, /, /
> COC(=O)C1C(=O)NC(SC)=C(C#N)C1c1ccccc1F (stereo unspecified)
  4, i, -1, 10, /, 0, 4, 4, 3, 2
> CC(C)n1c(SCc2cc(=O)[nH]c3ccccc23)nc2c1c(=O)n(C)c(=O)n2C
  1, i, -3, 4, 1.0, -11, 1, 22, -1, /
> CCOc1ccc(NC(=O)CCN2C(=O)c3ccccc3C2=O)cc1
  4, i, -32, 13, -0.3, -6, -5, 5, -15, 2
> CCC(CC)NC(=O)Cc1ccc(F)cc1
  3, -0.3, -12, -2, 0.9, 10, 2, -6, -7, 2
> Cc1cc(C)c2c(N)c(C(=O)NN3CC(=O)N(c4ccccc4F)CC3=O)sc2n1
  -2, /, -65, -1, /, -1, -10, -17, -12, -4
> COc1cc(C(Nc2ccc3c(c2)OCO3)C(=O)NC2CCCCC2)cc(OC)c1OC (stereo unspecified)
  0, /, 12, 7, /, 8, 4, -32, 14, 1
> O=C(NCCc1ccccc1F)C1CCC(=O)N(Cc2ccc(Cl)cc2)C1 (stereo unspecified)
  11, i, 9, -19, -1.3, -3, 4, 4, -13, 2
> CCOC(=O)C1=CN(Cc2cccc(-c3cccnc3)c2)S(=O)(=O)N(CC)C1C (stereo unspecified)
  39, -1.5, 5, -1, 2.9, /, 18, /, -6, /
> CSc1ccc(CNC(=O)c2ccc(NC(=O)C3=CSCCO3)cc2)cc1
  13, i, 2, -37, -0.9, -36, 0, 19, -14, 0

The list goes on:
Results follow in this order: Y pestis TopoI, Vc quorum ag, CCHFV vOTU inh, MazEF act, TcdB inh, Rv3671c protease, PrPC TRFRET, VHR inh abs, SSB-PriA inh, 3CLpro inhibitor
> Fc1ccccc1CNc1ncnc2sccc12
  -3, -0.5, 6, 2, 0.1, -3, 13, 12, -18, 0
> C#CC(C)(CC)NC(=O)Cn1nnc(-c2cccc(C(F)(F)F)c2)n1 (stereo unspecified)
  -3, i, 0, 2, 0.7, -3, -3, 4, -25, 2
> Cc1ccn2c(C=O)c(-c3ccc(F)cc3)c(C=O)c2c1
  16, -0.7, 20, 14, 2.6, -6, -4, 12, -18, 1
> Cc1noc(/C=C/N(C)C)c1S(=O)(=O)N1CCCC(C(=O)Nc2ccc(F)cc2F)C1 (stereo unspecified)
  7, -2.1, 19, 3, -0.7, -15, 0, 4, 1, -2
> Cc1ccc(N(C(=O)c2csnn2)C(C(=O)NC(C)(C)C)c2cccs2)cc1 (stereo unspecified)
  -9, 1.8, -9, 1, /, -6, -7, 26, 9, -9
> O=C(c1cccs1)N1CCN(c2ncccn2)CC1
  4, 7.4, -13, 9, /, 7, 6, 24, -23, -2
> CC(=O)O[C@@H]1CC[C@]2(C)C3CC[C@@]4(C)C(C[C@@H](O)[C@@H]4O)C3[C@@H](OC(C)=O)C[C@H]2C1 (stereo partly specified)
  -7, -1.0, 3, -3, 1.4, -4, 7, /, -1, /
> CSC1=NCCN1C(=O)c1ccco1
  1, -0.4, -2, 0, 2.1, -4, 3, -4, -15, -3
> Cc1cccc(NC(=O)c2cc(S(=O)(=O)N3CCCC3)cn2C)c1
  10, i, -6, -1, 0.8, -4, 4, 2, -4, -2
> CCCSc1nnc2nc3c(nn12)c1ccccc1n3C
  8, -0.3, 9, -21, 2.1, 5, -41, 19, -7, -3
> Cc1nc(Nc2cnc(/C=C/c3cc(C(=O)Nc4cccc(C(F)(F)F)c4)ccc3C)cn2)cc(N2CCNCC2)n1
  /, /, /, -50, /, -34, /, 20, 1, -1
